IMPase Li inh = IMPase inhibition in cells with lithium potentiation; CHO-M1 cells, IP1 TR-FRET (IP-One), carbachol + lithium; 210,000 compounds, 0.35% hits; Potency, µM (titrated, usually from 59.4 µM), without a hit: top-dose activity, negative = IMPase inhibition, hits mostly inhibitors;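 also: IP1 builds up when IMPase is blocked and the TR-FRET signal falls; potency is read from the fitted curve at half-maximal effect; plate controls were basal vehicle for no effect and high inhibitor control for full effect; nearly all actives have a fitted effect of over 50% in size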
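Lithium-sensitised IP1 accumulation assay; M1-expressing CHO cells treated 30 min at 37C with compound. Competitive antibody detection by time-resolved FRET followed a 10 min room-temperature lysis step.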
CBFb RUNX1 block = CBF-beta/RUNX1 interaction disruption. Q01196+Q13951. AlphaScreen CBFb-His/RUNX1-biotin binding, biochemical. Potency, µM (doses to about 59.8 µM), without a hit: at the top dose activity, negative = inhibition, actives largely listed as inhibitors. 230,000 tested, under 10 active; also: % of control where 0% means no effect
Target sequence (Q01196 whole entry, looked up): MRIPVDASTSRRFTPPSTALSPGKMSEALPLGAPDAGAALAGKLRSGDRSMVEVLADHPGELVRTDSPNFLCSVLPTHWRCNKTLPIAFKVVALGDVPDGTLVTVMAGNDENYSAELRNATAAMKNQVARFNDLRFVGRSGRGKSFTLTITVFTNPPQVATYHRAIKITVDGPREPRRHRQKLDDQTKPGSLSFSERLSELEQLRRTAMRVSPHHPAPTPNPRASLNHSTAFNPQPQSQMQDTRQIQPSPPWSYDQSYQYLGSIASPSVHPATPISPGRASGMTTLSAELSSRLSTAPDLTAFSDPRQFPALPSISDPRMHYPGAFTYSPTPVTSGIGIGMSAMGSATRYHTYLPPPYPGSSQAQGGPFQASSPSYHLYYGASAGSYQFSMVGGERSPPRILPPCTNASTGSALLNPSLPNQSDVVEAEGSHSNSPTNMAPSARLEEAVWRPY
Target sequence (Q13951 whole entry, looked up): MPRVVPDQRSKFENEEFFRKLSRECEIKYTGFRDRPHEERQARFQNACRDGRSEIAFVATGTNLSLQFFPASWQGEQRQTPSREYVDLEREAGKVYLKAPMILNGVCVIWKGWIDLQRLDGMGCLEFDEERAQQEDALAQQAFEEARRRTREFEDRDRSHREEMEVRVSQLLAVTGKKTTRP
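Interaction loss through any mechanism counts as activity. Pre-formed complex of His-CBF-beta and biotin-RUNX1 (30 nM apiece) is incubated with compound 15 min, then with 50 ng nickel and 50 ng streptavidin beads for 90 min before AlphaScreen detection.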
LMNA splice mod = LMNA splicing modulation; Potency, µM (titrated, usually from 46.1 µM), without a hit: top-dose ratio change, negative = inhibition, usual class: inhibitors; 200,000 compounds, 0.01% hits; HeLa LMNA splicing GFP/RFP minigene ratio, 48 h; active = well fitted inhibition curve with a large enough effect in the signal ratio, with a control signal flat, not every such curve was filed as active; inconclusive = small, poorly fitted or top-dose-only effect, or effect the other way, or a change in a side signal; the % refers to the signal ratio; also: potency is read from the fitted curve at half-maximal effect; % is scaled to controls: 0 for no effect and ±100 for the full control effect
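S3 HeLa cells stably expressing lamin A-EGFP splicing minigene plus DsRed2, 600 cells/well, 48 h compound exposure at 37C. Laser-scanning cytometry; analysed as GFP (500-530 nm)/RFP (575-640 nm) total intensity ratio; 0.5% DMSO vehicle.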
* hit, by the source's call; ? = inconclusive; . = not tested or not shown; [ ] = dose if it differs, or a comment. Unless noted, calls follow the shape of the dose curve; as a rule, active = well fitted curve in the direction sought with a large enough effect; inconclusive = small, poorly fitted or top-dose-only effect, or another doubt; inactive = no such curve, though single readings can be large; an effect the other way counts as inactive or inconclusive.

SMILES	IMPase Li inh	CBFb RUNX1 block	LMNA splice mod
CN(C)c1cccc(O)c1	-3.5%	-2.3%[21.7 µM]	.
C1=CC2C3C=CC(C3)C2C1 (stereo not given)	-4.2%	-15.3%[21.7 µM]	.
Nc1ccc(N)c(Cl)c1	12.3%	?	.
CCN(Cc1ccccc1)c1ccccc1	11.8%	9.9%[21.7 µM]	.
COc1cccc(N)c1	2.0%	-17.2%[21.7 µM]	.
CCCCN(CCO)CCCC	15.7%	5.1%[21.7 µM]	.
N#CC1(O)CCCCC1	3.1%	10.2%[21.7 µM]	.
COc1ccccc1CNc1cc(-c2ccccc2CN(C)C)ncn1	-0.3%	.	8.0%
COc1ccc(-c2nc3cnc(N4CCOCC4)nc3n(-c3ccccc3)c2=O)cc1	-13.8%	.	6.0%
COc1cccc(Cn2c(=O)c(-c3ccccc3)nc3cnc(OC)nc32)c1	24.5%	.	?
CN(C)c1ncc2nc(-c3ccccc3)c(=O)n(C[C@H]3CCCO3)c2n1	0.3%	.	-16.6%
Cc1nc2cnc(N3CCN(C)CC3)nc2n(C[C@H]2CCCO2)c1=O	-7.0%	.	-0.5%

Four entries out of the list, sorted by formula weight, low to high:
SMILES	IMPase Li inh	CBFb RUNX1 block	LMNA splice mod
N#CC1(O)CCCCC1	3.1%	10.2%[21.7 µM]	.
C1=CC2C3C=CC(C3)C2C1 (stereo not given)	-4.2%	-15.3%[21.7 µM]	.
CN(C)c1cccc(O)c1	-3.5%	-2.3%[21.7 µM]	.
CCN(Cc1ccccc1)c1ccccc1	11.8%	9.9%[21.7 µM]	.

(more compounds)
SMILES	IMPase Li inh	CBFb RUNX1 block	LMNA splice mod
COc1cccc(-c2cncnc2NC2CCNCC2)c1	-4.3%	.	5.0%
CC(=O)NCCNc1ncnc2ccc(-c3cccc(NS(C)(=O)=O)c3)cc12	?	.	8.1%
CN(C)c1ccc(-c2nccc(NCc3cccs3)n2)cc1	-0.8%	.	?
CCNc1ncc2nc(C)c(=O)n(-c3ccc(OC)cc3)c2n1	0.0%	.	-19.2%
CN1CCN(c2ccnc(-c3cccnc3)n2)CC1	0.1%	.	-8.0%
c1ccc(CNc2ncnc3ccc(-c4ccc5c(c4)OCO5)cc23)cc1	6.0%	.	?
Cc1ccccc1-c1nccc(Nc2ccc(F)cc2)n1	9.6%	.	-17.1%
O=c1c(-c2ccccc2)nc2cnc(N3CCNCC3)nc2n1-c1ccccc1	0.1%	.	7.4%
c1ccc(CNc2ncncc2-c2ccc3c(c2)OCO3)cc1	5.4%	.	?
COc1ccccc1-c1cncnc1N1CCN(C)CC1	9.9%	.	7.7%
CS(=O)(=O)Nc1cccc(-c2cncnc2Nc2ccccc2)c1	6.3%	.	-3.9%
CNc1ncncc1-c1ccccc1CN(C)C	23.2%	.	9.6%
COc1ccc(CNc2ncnc3ccc(-c4ccc(N(C)C)cc4)cc23)c(OC)c1	-5.0%	.	?
Cc1cnc(CNc2ncnc3ccc(-c4ccccc4C(F)(F)F)cc23)cn1	-7.8%	.	?
COc1ccc(Oc2ncc3nc(-c4ccc(OC)cc4)c(=O)n(C)c3n2)cc1	-5.9%	.	3.7%
COc1cccc(Nc2ncc3nc(C)c(=O)n(C4CC4)c3n2)c1	16.0%	.	-15.2%
CNc1nc(-c2ccccc2CN(C)C)nc2ccccc12	4.5%	.	-5.2%
COc1cccc(-c2nc(NCc3ccc(OC)cc3OC)c3ccccc3n2)c1	18.0%	.	?
Cc1cnc(CNc2nc(-c3ccccc3Cl)nc3ccccc23)cn1	-8.9%	.	11.7%
COc1ccccc1-c1cc(-n2ccnc2)ncn1	-0.8%	.	?
c1ccc(CNc2nc(-c3cccnc3)nc3ccccc23)cc1	21.9%	.	?
COc1ccc(Oc2ncc3nc(C)c(=O)n(-c4ccccc4)c3n2)cc1	2.6%	.	-4.2%
CN(Cc1ccco1)c1nc(-c2cccnc2)nc2ccccc12	12.7%	.	?
COCCn1c(=O)c(-c2cccc(C#N)c2)nc2cnc(Oc3cccc(Cl)c3)nc21	-7.8%	.	15.2%
Cc1noc(C)c1-c1cc(Nc2ccccc2)ncn1	0.6%	.	?
COc1ccc2[nH]cc(CCNc3ccnc(-c4cccc(C#N)c4)n3)c2c1	21.2%	.	?
CN(C)C(=O)c1ccc(-c2nccc(NCc3ccccc3)n2)cc1	1.5%	.	?
CC(=O)NCCNc1nc(-c2cccnc2)nc2ccccc12	-7.1%	.	1.2%
Cc1ccccc1-c1ccc2ncnc(NCc3cccs3)c2c1	19.6%	.	?
c1ccc(Nc2nc(-c3ccoc3)nc3ccccc23)cc1	-0.6%	.	?
CN(C)c1ncc2nc(-c3cccs3)c(=O)n(Cc3cccs3)c2n1	0.1%	.	17.8%
CC(=O)NCCNc1nc(-c2ccc(C(=O)N(C)C)cc2)nc2ccccc12	-9.8%	.	3.4%
COc1ccc(-c2nc3cnc(N4CCN(C)CC4)nc3n(Cc3ccc(F)cc3)c2=O)cc1	-7.1%	.	11.8%
Cc1ccccc1-c1nccc(NCCN2CCOCC2)n1	3.9%	.	5.9%
CCNc1ncc2nc(-c3ccc(F)cc3)c(=O)n(-c3ccccc3)c2n1	-15.8%	.	21.7%
CCNc1ncc2nc(-c3ccccc3)c(=O)n(Cc3cccc(OC)c3)c2n1	-2.0%	.	?
Cc1cnc(CNc2ncnc3ccc(-c4ccccc4Cl)cc23)cn1	6.2%	.	?
O=c1c(-c2cccs2)nc2cnc(Nc3ccccc3)nc2n1C[C@H]1CCCO1	-0.6%	.	?
Cc1nc2cnc(N3CCN(C)CC3)nc2n(-c2ccccc2)c1=O	14.9%	.	2.1%
COc1ccccc1CNc1nc(-c2c(C)noc2C)nc2ccccc12	16.2%	.	25.7%
N#CCCn1c(=O)c(-c2ccccc2)nc2cnc(N3CCOCC3)nc21	-12.6%	.	-2.3%
COc1ccc2[nH]cc(CCNc3ncncc3-c3cccnc3)c2c1	-1.7%	.	?
CN1CCN(c2ncc3nc(-c4cccs4)c(=O)n(Cc4ccc(F)cc4)c3n2)CC1	?	.	17.6%
Clc1ccccc1-c1cc(NCCN2CCOCC2)ncn1	7.2%	.	-2.0%
CNc1ccnc(-c2ccccc2C)n1	-3.1%	.	-1.6%
COCCNc1nc(-c2ccoc2)nc2ccccc12	19.0%	.	-20.1%
Cc1ccccc1-c1nc(N(C)Cc2ccco2)c2ccccc2n1	24.3%	.	?
CN1CCN(c2ncnc3ccc(-c4ccoc4)cc23)CC1	16.8%	.	?
COc1ncc2ncc(=O)n(CCc3ccccc3)c2n1	-8.0%	.	4.7%
Cc1noc(C)c1-c1nccc(N2CCN(C)CC2)n1	16.4%	.	?
COc1cccc(Cn2c(=O)c(-c3ccccc3)nc3cnc(N4CCNCC4)nc32)c1	12.5%	.	?
COc1ccc(CNc2ncncc2-c2cccc(NS(C)(=O)=O)c2)c(OC)c1	-6.5%	.	2.7%
COc1ccc(CNc2ccnc(-c3ccc4c(c3)OCO4)n2)c(OC)c1	2.7%	.	?
FC(F)(F)c1ccccc1-c1ccc2ncnc(NCc3cccnc3)c2c1	4.1%	.	12.4%
COc1ncc2nc(-c3cccs3)c(=O)n(CCc3ccccc3)c2n1	-26.4%	.	25.2%
COc1ccc(CNc2ncnc3ccc(-c4ccccc4OC)cc23)c(OC)c1	23.8%	.	?
CNc1nc(-c2cccnc2)nc2ccccc12	-1.0%	.	4.2%
O=c1c(-c2ccc(Cl)cc2)nc2cnc(Nc3ccccc3)nc2n1C1CC1	-2.2%	.	?
COCCn1c(=O)c(-c2ccccc2)nc2cnc(OC)nc21	-10.8%	.	-1.6%
Fc1ccc(Nc2ncncc2-c2ccccc2C(F)(F)F)cc1	27.9%	.	?

Gathered by group: the compounds so far containing sulfur.
SMILES	IMPase Li inh	CBFb RUNX1 block	LMNA splice mod
CC(=O)NCCNc1ncnc2ccc(-c3cccc(NS(C)(=O)=O)c3)cc12	?	.	8.1%
CN(C)c1ccc(-c2nccc(NCc3cccs3)n2)cc1	-0.8%	.	?
CS(=O)(=O)Nc1cccc(-c2cncnc2Nc2ccccc2)c1	6.3%	.	-3.9%
Cc1ccccc1-c1ccc2ncnc(NCc3cccs3)c2c1	19.6%	.	?
CN(C)c1ncc2nc(-c3cccs3)c(=O)n(Cc3cccs3)c2n1	0.1%	.	17.8%
O=c1c(-c2cccs2)nc2cnc(Nc3ccccc3)nc2n1C[C@H]1CCCO1	-0.6%	.	?
CN1CCN(c2ncc3nc(-c4cccs4)c(=O)n(Cc4ccc(F)cc4)c3n2)CC1	?	.	17.6%
COc1ccc(CNc2ncncc2-c2cccc(NS(C)(=O)=O)c2)c(OC)c1	-6.5%	.	2.7%
COc1ncc2nc(-c3cccs3)c(=O)n(CCc3ccccc3)c2n1	-26.4%	.	25.2%

A run of entries of the results above:
SMILES	IMPase Li inh	CBFb RUNX1 block	LMNA splice mod
COCCn1c(=O)c(-c2ccccc2)nc2cnc(OC)nc21	-10.8%	.	-1.6%
Fc1ccc(Nc2ncncc2-c2ccccc2C(F)(F)F)cc1	27.9%	.	?

Later entries.
SMILES	IMPase Li inh	CBFb RUNX1 block	LMNA splice mod
COCCn1c(=O)c(CCc2ccccc2)nc2cncnc21	0.4%	.	5.5%
c1cncc(CNc2ccnc(-c3cccnc3)n2)c1	17.1%	.	-6.0%
COCCNc1nc(-c2ccccc2Cl)nc2ccccc12	11.0%	.	-7.4%
Cc1cnc(CNc2cc(-c3ccccc3Cl)ncn2)cn1	-9.1%	.	5.6%
CCNc1ncc2nc(-c3cn(C)c4ccccc34)c(=O)n(Cc3ccc(F)cc3)c2n1	0.2%	.	?
c1ccc(Nc2ncncc2-c2ccc3c(c2)OCO3)cc1	-3.9%	.	-6.0%
CCNc1ncc2ncc(=O)n(CCOC)c2n1	-8.1%	.	-5.5%
COc1cccc(Cn2c(=O)c(-c3ccc(Cl)cc3)nc3cnc(N4CCNCC4)nc32)c1	12.6%	.	?
COCCn1c(=O)cnc2cnc(Nc3ccccc3)nc21	1.9%	.	?
COc1cccc(-c2cncnc2NCCc2c[nH]c3ccc(OC)cc23)c1	33.9%[activator]	.	?
COCCn1c(=O)c(-c2cccs2)nc2cnc(N3CCOCC3)nc21	11.2µM*	.	-0.1%
CN1CCN(c2ncc3nc(CCc4ccccc4)c(=O)n(CCc4ccccc4)c3n2)CC1	14.3%	.	?
COc1ccc(-c2nc3cnc(N(C)C)nc3n(C)c2=O)cc1	-3.7%	.	5.3%
c1cncc(-c2nccc(NCc3cccs3)n2)c1	26.3%	.	?
COc1ccccc1CNc1ncncc1-c1ccccc1C(F)(F)F	8.7%	.	0.3%
COCCNc1ncnc2ccc(-c3c(C)noc3C)cc12	-1.5%	.	2.82µM*
COc1ccc(-c2nc3cnc(Nc4ccccc4)nc3n(Cc3cccs3)c2=O)cc1	6.3%	.	?
O=c1cnc2cnc(Nc3ccccc3)nc2n1Cc1cccs1	28.1%	.	?
O=c1c(-c2ccccc2)nc2cnc(Nc3ccccc3)nc2n1Cc1cccs1	?	.	?
COc1ccc(-c2nc3cnc(N4CCN(C)CC4)nc3n(C)c2=O)cc1	9.9%	.	-7.1%
COc1ccc(CNc2ncnc3ccc(-c4cccnc4)cc23)c(OC)c1	19.3%	.	?
Cn1c(=O)c(-c2ccccc2)nc2cncnc21	-1.3%	.	3.3%
CN(C)C(=O)c1ccc(-c2ccc3ncnc(Nc4ccc(F)cc4)c3c2)cc1	-6.8%	.	?
COc1ccc2[nH]cc(CCNc3cc(-c4ccc(C(=O)N(C)C)cc4)ncn3)c2c1	0.9%	.	-3.4%

Entries listed so far that bear a hit mark in LMNA splice mod:
SMILES | CBFb RUNX1 block | LMNA splice mod
COCCNc1ncnc2ccc(-c3c(C)noc3C)cc12 | . | 2.82µM*

Additional records
SMILES	IMPase Li inh	CBFb RUNX1 block	LMNA splice mod
c1cc(NC2CC2)nc(-c2ccoc2)n1	-3.0%	.	-3.2%
COc1ccc2[nH]cc(CCNc3ccnc(-c4cccnc4)n3)c2c1	0.4%	.	?
COc1ccccc1-c1cc(NCc2cccs2)ncn1	3.0%	.	-5.6%
O=c1cnc2cnc(N3CCOCC3)nc2n1C1CC1	4.4%	.	-2.4%
COc1cccc(-c2nc(NCc3ccccc3)c3ccccc3n2)c1	3.3%	.	?
CN(C)C(=O)c1ccc(-c2nccc(Nc3ccc(F)cc3)n2)cc1	?	.	3.1%
CN(C)C(=O)c1ccc(-c2nc(NC3CCNCC3)c3ccccc3n2)cc1	-7.2%	.	-10.8%

Only part of the results is shown; count on the stated rates, not on these rows.
